Bioassay records: PubChem BioAssay, several laboratories
BioA inh: M. tuberculosis BioA enzyme inhibitors, primary screen, biochemical, plate reader, single point, HTS. purified M. tuberculosis BioA enzyme. inhibition, % at 9.99 µM. 360,000 tested, 0.096% active. AID 602481, 2012. 7,8-diaminopelargonic acid synthase BioA (Mycobacterium tuberculosis); in the data active means inhibition above about 40%
Rv3671c protease: Rv3671c serine protease inhibitors, primary screen, biochemical, fluorescence polarization, M. tuberculosis H37Rv; P9WHR9; inhibition, % at 5.96 µM; 320,000 tested, 0.048% active; AID 2606, 2010; in the data active means inhibition above about 38%;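 further: extracellular domain of Rv3671c used as enzyme; 0% = enzyme with DMSO and 100% = no enzyme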
FadD28 FP inh: inhibitors of FadD28 bisubstrate probe binding, primary screen, biochemical, fluorescence polarization, single point. Mycobacterium tuberculosis FadD28 fatty-acid-AMP ligase. inhibition, % at 12.5 µM. 360,000 tested, 0.22% active. AID 588549, 2011; in the data active means inhibition above about 8.5%, passing the limit was not always enough
FBA Mtb inh: Mtb FBA enzyme inhibitors, primary screen, biochemical, fluorescence, strain H37Rv; Fructose-bisphosphate aldolase (Mycobacterium tuberculosis (strain ATCC 25618 / H37Rv)), …; purified M. tuberculosis FBA, fluorescence read-out; inhibition, % at 1 µM; 360,000 tested, 2.3% active; AID 588726, 2011; in the data active means inhibition above about 27%;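 further: 0% = vehicle and 100% = reference inhibitor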
BoNT-F LC inh: BoNT/F light chain protease inhibitors, primary screen, biochemical, flow cytometry, MLPCN library | Botulinum neurotoxin type F light chain protease (Clostridium botulinum) | Multiplex microsphere protease cleavage assay | inhibition, % at 10 µM | 360,000 tested, 0.22% active | AID 588497, 2011; in the data active means inhibition above about 35%, passing the limit was not always enough; further: plate controls were buffer without enzyme for full effect and enzyme alone for no effect
VHR inh abs: VHR1 phosphatase inhibitors, primary screen, biochemical, absorbance, uHTS. Dual specificity protein phosphatase 3 (Homo sapiens), P51452. inhibition, % at 13.3 µM. recombinant VHR phosphatase, pNPP absorbance. 290,000 tested, 0.52% active; in the data active means inhibition above about 50%; further: some compounds called inactive have numbers as strong as hits
Target sequence (P51452 whole entry, looked up): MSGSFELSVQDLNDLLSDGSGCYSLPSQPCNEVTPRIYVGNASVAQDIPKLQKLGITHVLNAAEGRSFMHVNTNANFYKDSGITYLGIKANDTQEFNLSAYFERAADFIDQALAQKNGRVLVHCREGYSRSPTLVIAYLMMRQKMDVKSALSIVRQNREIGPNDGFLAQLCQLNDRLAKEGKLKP
Mtb UGM inh: M. tuberculosis UGM enzyme inhibitors, primary screen, biochemical, fluorescence polarization, single point. UDP-galactopyranose mutase (Mycobacterium tuberculosis (strain ATCC 25618 / H37Rv)), …. purified UGM, fluorescence polarization probe displacement. inhibition, % at 10 µM. 320,000 tested, 0.06% active. AID 504406, 2011; in the data active means inhibition above about 10%, passing the limit was not always enough
GDH-TPI counter: GDH-TPI coupling enzyme inhibitors, primary screen, artefact control for M. tuberculosis FBA inhibitor project, biochemical, absorbance, full deck | inhibition, % at 4.8 µM | 360,000 tested, 1.2% active | GDH-TPI coupled enzyme counterscreen, NADH absorbance;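 further: 0% = DMSO wells and 100% = wells lacking the enzyme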
MazEF act: activators of E. coli MazEF toxin-antitoxin RNase, primary screen, biochemical, fluorescence, uHTS | FAM/BHQ RNA-DNA oligo cleavage fluorescence, 5 h | 350,000 tested, 0.32% active | activation, % at 20 µM; in the data active means activation above about 50%
Target sequence (P0AE70 whole entry, looked up): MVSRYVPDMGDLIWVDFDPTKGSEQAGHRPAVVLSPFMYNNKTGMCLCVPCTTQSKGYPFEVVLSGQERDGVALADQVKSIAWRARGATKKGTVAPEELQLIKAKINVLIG
CCHF vOTU inh: CCHFV vOTU protease inhibitors, primary screen, biochemical, Pep-AMC substrate, fluorescence; Crimean-Congo hemorrhagic fever virus L polyprotein viral ovarian tumor (vOTU) protease …; inhibition, % at 11.5 µM; 370,000 tested, 0.55% active; AID 651958, 2012; further: 0% = vehicle wells with enzyme and 100% = no enzyme wells
Numbers without * were called inactive; · = no result given. Unless noted, no stated cut-off is given here; in the data, active means inhibition above about 30%; inactive means the rest. This is a random part of the collection (roughly 4.9% active in at least one column).

SMILES | BioA inh | Rv3671c protease | FadD28 FP inh | FBA Mtb inh | BoNT-F LC inh | VHR inh abs | Mtb UGM inh | GDH-TPI counter | MazEF act | CCHF vOTU inh
CCOC(=O)C(Cc1ccccc1)NC(=O)CCc1c(C)nc2ncnn2c1C (stereo not given) | -4.4 | 5 | -0.8 | 2 | 6 | 26 | -0.5 | 3 | -4 | 1
O=C(NNC(=S)Nc1ccc(Cl)cc1)c1ccccc1 | -0.6 | 0 | -0.2 | 2 | · | 2 | 3.1 | 8 | 5 | 1
CC1(C(=O)NCCc2ccccc2)Cc2c(-c3ccc(C(N)=O)cc3)ccnc2O1 (stereo not given) | 7.5 | · | -2.7 | 3 | -5 | · | · | 12 | · | 14
Nc1nonc1C(=Nc1ccc(Br)cc1)NO | -1.3 | -5 | -7.7 | 2 | -3 | 4 | 1.0 | -4 | 3 | 2
CC1CC2(CCCCC2)Nc2c1ccc1ccccc21 (stereo not given) | 2.4 | 2 | -3.3 | 14 | -2 | 13 | -1.7 | 6 | -11 | -10
CSCCC(NS(=O)(=O)c1cccc(C(F)(F)F)c1)C(=O)N1CCN(C(=O)c2ccco2)CC1 (stereo not given) | 0.2 | · | -1.8 | 1 | -1 | · | · | 1 | 4 | -10
CCCCN(C=O)c1c(CC)nc2c(OCc3cccc(Cl)c3)cccn12 | 2.2 | · | -2.7 | 1 | 8 | · | · | 9 | · | 15

A run of entries from further up, as a working copy:
SMILES | BioA inh | Rv3671c protease | FadD28 FP inh | FBA Mtb inh | BoNT-F LC inh | VHR inh abs | Mtb UGM inh | GDH-TPI counter | MazEF act | CCHF vOTU inh
CCOC(=O)C(Cc1ccccc1)NC(=O)CCc1c(C)nc2ncnn2c1C (stereo not given) | -4.4 | 5 | -0.8 | 2 | 6 | 26 | -0.5 | 3 | -4 | 1
O=C(NNC(=S)Nc1ccc(Cl)cc1)c1ccccc1 | -0.6 | 0 | -0.2 | 2 | · | 2 | 3.1 | 8 | 5 | 1
CC1(C(=O)NCCc2ccccc2)Cc2c(-c3ccc(C(N)=O)cc3)ccnc2O1 (stereo not given) | 7.5 | · | -2.7 | 3 | -5 | · | · | 12 | · | 14
Nc1nonc1C(=Nc1ccc(Br)cc1)NO | -1.3 | -5 | -7.7 | 2 | -3 | 4 | 1.0 | -4 | 3 | 2
CC1CC2(CCCCC2)Nc2c1ccc1ccccc21 (stereo not given) | 2.4 | 2 | -3.3 | 14 | -2 | 13 | -1.7 | 6 | -11 | -10
CSCCC(NS(=O)(=O)c1cccc(C(F)(F)F)c1)C(=O)N1CCN(C(=O)c2ccco2)CC1 (stereo not given) | 0.2 | · | -1.8 | 1 | -1 | · | · | 1 | 4 | -10
CCCCN(C=O)c1c(CC)nc2c(OCc3cccc(Cl)c3)cccn12 | 2.2 | · | -2.7 | 1 | 8 | · | · | 9 | · | 15
